D3 antag – blocks the human D3 dopamine receptor | D3R cells, DiscoveRx beta-arrestin luminescence, antagonist mode; hits give low values | AID 652054 | max response, negative = inhibition, % | 360,000 tested, 2.5% active; in the data active = max response below about -50%; inconclusive = no clear call, values can overlap the other calls; also: % is scaled to controls: 0 for no effect and ±100 for the full control effect; mostly tested at two doses, the higher about 12 µM
Target sequence (P35462 whole entry, looked up): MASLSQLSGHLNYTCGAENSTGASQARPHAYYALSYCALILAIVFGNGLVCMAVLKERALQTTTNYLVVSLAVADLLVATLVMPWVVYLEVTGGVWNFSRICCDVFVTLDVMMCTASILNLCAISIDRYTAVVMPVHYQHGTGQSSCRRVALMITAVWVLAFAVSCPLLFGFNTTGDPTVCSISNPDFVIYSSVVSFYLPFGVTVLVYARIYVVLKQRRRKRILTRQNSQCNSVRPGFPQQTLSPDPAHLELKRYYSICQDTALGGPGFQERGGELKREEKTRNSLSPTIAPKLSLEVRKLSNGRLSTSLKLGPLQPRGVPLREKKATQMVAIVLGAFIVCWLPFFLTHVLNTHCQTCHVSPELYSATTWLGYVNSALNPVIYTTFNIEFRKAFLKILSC
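Cells plated overnight at 1500 cells/well, then exposed to library compounds with dopamine controls for 90 minutes at 37 degrees C. DiscoveRx reagent added for 30–60 minutes at room temperature; luminescence read, quantitative HTS format.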
aSyn yeast inh – alpha-synuclein toxicity inhibition in yeast; 370,000 tested, 0.14% active; Yeast expressing alpha-synuclein, growth rescue, BacTiter-Glo, 24 h; AID 652106; Potency, µM (series often up to 46.1 µM), inactives show top-dose growth rescue (activation), usual class: activators; also: potency is read from the fitted curve at half-maximal effect; % of control where 0% means no effect; nearly all actives have a fitted effect of over 65% in size
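Readout is rescue of growth in alpha-synuclein-expressing yeast, so inhibitors of toxicity appear as activators. Growth after 24 hr at 30 deg C in galactose medium is quantified by luminescence.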
pAkt inh – inhibitors of Akt phosphorylation. AID 651550. 360,000 tested, 0.32% active. Neuro2A IGF-stimulated pAkt S473 HTRF, 20 min; hits give low values. activity change, % for hits at 50 µM; in the data active = activity change below about -80%; inconclusive = mostly about -51% to -80%; also: % is scaled to controls: 0 for no effect and ±100 for the full control effect
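Neuro2A cells (4,500/well, DMEM with 0.5% FBS) were treated with compound at a single 50 µM final concentration, stimulated with 6 nM IGF for 20 min at 37 °C, and lysed. Phospho-Akt Ser473 was read by HTRF as 665/615 ratio ×10^4.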
GLP-1R agonist – agonists of human GLP-1 receptor | HEK293 GLP-1R CRE-luciferase, luminescence, 4-6 h; cells express a hypersensitive GLP-1R form | Potency, µM (doses to about 45.6 µM), for inactives: at the highest dose activation, hits mostly activators | 380,000 tested, 0.007% active | AID 624172; also: potency is read from the fitted curve at half-maximal effect; % of control where 0% means no effect
Target sequence (P43220 whole entry, looked up): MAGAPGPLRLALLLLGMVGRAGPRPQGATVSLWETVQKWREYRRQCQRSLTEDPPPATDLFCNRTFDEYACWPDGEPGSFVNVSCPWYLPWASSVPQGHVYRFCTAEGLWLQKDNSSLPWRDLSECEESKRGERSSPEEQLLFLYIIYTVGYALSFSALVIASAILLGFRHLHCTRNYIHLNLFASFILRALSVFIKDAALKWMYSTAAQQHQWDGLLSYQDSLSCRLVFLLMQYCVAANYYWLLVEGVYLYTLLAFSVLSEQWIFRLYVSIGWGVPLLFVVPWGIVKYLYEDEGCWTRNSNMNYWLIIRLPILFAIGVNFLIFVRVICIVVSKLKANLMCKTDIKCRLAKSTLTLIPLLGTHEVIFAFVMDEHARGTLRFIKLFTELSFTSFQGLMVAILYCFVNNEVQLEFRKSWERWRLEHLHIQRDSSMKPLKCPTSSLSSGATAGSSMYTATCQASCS
PTHR1 ag – activates the human parathyroid hormone receptor PTHR1. AID 743266. Potency, µM (highest dose often 115 µM), for inactives: top-dose activation, usual class: activators. 410,000 tested, 0.075% active. HEK293 GP2 PTHR1 cells, GloSensor cAMP luminescence, 1 h; also: potency is read from the fitted curve at half-maximal effect; nearly all actives have a fitted effect of over 55% in size; some results filed as inactive show a strong effect at the top dose; inactives centre near -15; many of its hits are not listed in these tables
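HEK-293-derived GP2 cells expressing PTHR1 and a GloSensor cAMP reporter, 3,000/well, plated overnight, given luciferin plus IBMX (each 0.5 mM as added) for 1 h at 37 °C, then compound for 1 h at 37 °C. Luminescence was read after 15 min at room temperature.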
GLP1R inv ag – GLP-1 receptor (human) inverse agonism | Potency, µM (titrated, usually from 38.3 µM), without a hit: top-dose activity change, negative = inhibition, actives largely listed as inhibitors | AID 624417 | HEK293 GLP-1R CRE-luciferase, luminescence, 24 h; GLP-1R form is constitutively active | 410,000 tested, 1.6% active; also: potency is read from the fitted curve at half-maximal effect; % is scaled to controls: 0 for no effect and ±100 for the full control effect; nearly all actives have a fitted effect of over 55% in size
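Inverse agonism was detected as reduced cAMP-driven luciferase luminescence after 24 h compound treatment. The cells were HEK293 clones expressing constitutively active human GLP-1R with the reporter. Reporter-only and GPR119 cell lines served as counterscreen controls.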
TDP-43 yeast inh – rescues yeast growth from TDP-43 toxicity; Potency, µM (top dose mostly 46.1 µM), for the others: at the top dose growth rescue (activation), most hits filed as activators; TDP-43 expressing yeast growth rescue, BacTiter-Glo, 24 h; 410,000 tested, 1.8% active; also: potency is read from the fitted curve at half-maximal effect; % of control where 0% means no effect; nearly all actives have a fitted effect of over 50% in size
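Growth rescue of TDP-43-toxic yeast measured as ATP luminescence (BacTiter-Glo). Cells grown to mid-log in raffinose, induced in galactose at OD600=0.02, exposed to compound 24 hr at 30 deg C.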
FUS suppressor – FUS proteinopathy suppression in yeast; 390,000 tested, 0.24% active; AID 1347120; Potency, µM (top dose mostly 76.6 µM), for inactives: top-dose growth rescue (activation), usual class: activators; S. cerevisiae FUS-expressing, growth rescue, OD600, 24 h;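 also: potency is read from the fitted curve at half-maximal effect; plate controls were DMSO vehicle for no effect and reference control for full effect; nearly all actives have a fitted effect of over 55% in size; some results filed as inactive show a strong effect at the top dose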
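Toxicity suppression screen in FUS-yeast. Cells induced with 2% galactose, starting OD 0.005, treated 24hr at 30C with compounds at multiple final concentrations; growth by OD600.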
Abeta yeast res – restores growth of yeast expressing A-beta42 peptide; yeast expressing A-beta42, growth rescue, OD600, 48 h; response scale: 0% DMSO, 100% iron-clioquinol control; Potency, µM (highest dose often 46.1 µM), inactives show top-dose growth rescue, actives largely listed as activators; 410,000 tested, 0.063% active; also: potency is read from the fitted curve at half-maximal effect; nearly all actives have a fitted effect of over 55% in size
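Yeast A-beta toxicity model in growth medium with pinned compounds, 48 h at 30 C; growth read as absorbance at 600 nm. Normalized to FeCl3/clioquinol equimolar mix (positive) and DMSO (negative).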
An asterisk follows results filed as active; i = inactive; ? = inconclusive; / = not tested or not shown; [ ] = remark or other dose. Unless noted, calls follow the shape of the dose curve; as a rule, active = well fitted curve in the direction sought with a large enough effect; inconclusive = small, poorly fitted or top-dose-only effect, or another doubt; inactive = no such curve, though single readings can be large; an effect the other way counts as inactive or inconclusive. An excerpt; rates above refer to the full screens.

SMILES	D3 antag	aSyn yeast inh	pAkt inh	GLP-1R agonist	PTHR1 ag	GLP1R inv ag	TDP-43 yeast inh	FUS suppressor	Abeta yeast res
CCc1ccc2c(c1)c(=O)c(C(=O)c1ccc(C)cc1)cn2CC(=O)Nc1ccccc1C	/	/	/	0.4%	-35.9%[inhibitor]	13.7%	13.4%	-33.1%	-16.9%
Cn1nccc1C(=O)NC1CCN(Cc2ccccc2)CC1	-79.7*	2.6%	i	-5.9%	-16.3%	-28.9%	5.8%	-12.8%	-8.6%
Cc1ccc2cc(CN(CC3CCCO3)C(=O)NC3CCCCC3)c(=O)[nH]c2c1C (stereo not given)	15.7	11.8%	i	4.7%	i	0.0%	12.0%	22.9%	5.5%
CC(=O)Nc1ccc(S(=O)(=O)N(C)CC(=O)OCC(=O)NNC(=O)c2ccccc2F)cc1	-2.0	-0.2%	i	-11.2%	-3.0%	3.0%	14.3%	-1.5%	4.1%
COc1ccc2cc(S(=O)(=O)c3ccccc3F)c(=O)oc2c1	/	/	/	/	-2.3%	-17.3%	-29.9%	4.8%	-42.6%
CCNC(=O)NC(=O)COC(=O)CCCc1nc2ccccc2s1	2.7	-3.5%	i	6.5%	-13.8%	0.1%[0.307 µM]	-17.2%	-6.6%	1.9%
CCC(C)(C)n1nnnc1C(c1cc2cc(C)cc(C)c2[nH]c1=O)N1CCCC1 (stereo not given)	5.5	-3.0%	i	8.5%	-17.7%	5.6%	-15.8%	25.1µM*	8.1%
CCOC(=O)c1ccccc1Oc1c(F)c(F)nc(NCCO)c1F	10.7	-4.3%	i	1.2%	-3.4%[57.5 µM]	-6.3%	11.3%	12.5%	28.0%
O=c1c2cnn(-c3ccc(F)cc3)c2ncn1Cc1ccccc1	-14.4	0.6%	i	-7.8%	-28.2%[57.5 µM]	-10.4%	2.0%	-7.4%	-6.8%
Cc1cc(OCC(=O)Nc2cccnc2)c2c(C)c(C)c(=O)oc2c1	4.2	-12.9%	i	1.4%	-0.2%	3.0%	3.1%	21.3%	5.4%
O=C(COC(=O)/C=C/c1ccc(F)cc1)NCc1ccco1	0.0	3.8%	i	0.1%	i	-3.8%	/	12.8%	-14.4%
Cc1ccc(CNC(=O)Cn2cnc(S(=O)(=O)N3CCC(C)CC3)c2)o1	2.5	-0.3%	i	-4.1%	20.5%	1.3%	4.6%	10.3%	1.1%
COc1cc(Br)cc2cc(C(=O)OC3CCN(C)CC3)c(=O)oc12	-11.9	-16.9%	i	-5.0%	i	-17.0%	-21.7%	11.3%	0.7%
Cc1ccc(C(OC(=O)c2ccco2)C(=O)NCc2cccs2)cc1 (stereo not given)	-16.1	1.4%	i	2.3%	i	-7.3%	-9.5%	14.1%	11.0%
CC(=O)Nc1nnc(C)s1	5.0	-4.3%	i	-3.6%	i	-4.3%	1.2%	-29.4%	-0.4%
CCCCNc1c(-c2ccc(-c3cccc(Cl)c3)cc2)nc2ccc(Cl)cn12	28.9	-1.7%	i	2.2%	-1.5%	9.9%	9.1%	-18.6%	10.7%
COC(=O)c1ccc(N2CCN(C)CC2)c(NC(=O)c2sc3ccccc3c2Cl)c1	32.8	6.8%	i	-0.6%	14.9%	8.8%	/	8.9%	-12.9%
Cc1ccc(C(=O)N2CCN(c3ccc(NC(=S)NC(=O)c4cccs4)cc3)CC2)cc1	-5.1	-2.7%	i	6.8%	-22.4%	8.91µM*	0.0%[9.22 µM]	?	-17.0%
C=CCNCCOc1ccccc1-c1ccccc1	-63.8*	5.6%	i	6.5%	-14.1%	-11.6%	-18.3%	/	2.4%
Cc1ccc(/C=N/n2cc(-c3ccccc3)[nH]c2=S)s1	-29.6	-2.4%	i	8.1%	-9.6%	-26.0%	24.5%	-7.7%	4.47µM*

Another view of eight compounds above.
SMILES | D3 antag | aSyn yeast inh | pAkt inh | GLP-1R agonist | PTHR1 ag | GLP1R inv ag | TDP-43 yeast inh | FUS suppressor | Abeta yeast res
CCc1ccc2c(c1)c(=O)c(C(=O)c1ccc(C)cc1)cn2CC(=O)Nc1ccccc1C | / | / | / | 0.4% | -35.9%[inhibitor] | 13.7% | 13.4% | -33.1% | -16.9%
Cn1nccc1C(=O)NC1CCN(Cc2ccccc2)CC1 | -79.7* | 2.6% | i | -5.9% | -16.3% | -28.9% | 5.8% | -12.8% | -8.6%
Cc1ccc2cc(CN(CC3CCCO3)C(=O)NC3CCCCC3)c(=O)[nH]c2c1C (stereo not given) | 15.7 | 11.8% | i | 4.7% | i | 0.0% | 12.0% | 22.9% | 5.5%
CC(=O)Nc1ccc(S(=O)(=O)N(C)CC(=O)OCC(=O)NNC(=O)c2ccccc2F)cc1 | -2.0 | -0.2% | i | -11.2% | -3.0% | 3.0% | 14.3% | -1.5% | 4.1%
COc1ccc2cc(S(=O)(=O)c3ccccc3F)c(=O)oc2c1 | / | / | / | / | -2.3% | -17.3% | -29.9% | 4.8% | -42.6%
CCNC(=O)NC(=O)COC(=O)CCCc1nc2ccccc2s1 | 2.7 | -3.5% | i | 6.5% | -13.8% | 0.1%[0.307 µM] | -17.2% | -6.6% | 1.9%
CCC(C)(C)n1nnnc1C(c1cc2cc(C)cc(C)c2[nH]c1=O)N1CCCC1 (stereo not given) | 5.5 | -3.0% | i | 8.5% | -17.7% | 5.6% | -15.8% | 25.1µM* | 8.1%
CCOC(=O)c1ccccc1Oc1c(F)c(F)nc(NCCO)c1F | 10.7 | -4.3% | i | 1.2% | -3.4%[57.5 µM] | -6.3% | 11.3% | 12.5% | 28.0%

More entries.
SMILES	D3 antag	aSyn yeast inh	pAkt inh	GLP-1R agonist	PTHR1 ag	GLP1R inv ag	TDP-43 yeast inh	FUS suppressor	Abeta yeast res
COc1ccc(/C=N/NC(=S)NCc2ccccc2)cc1OC	0.0	23.0%	i	17.3%	i	?	-1.4%	/	9.7%
CC(C)CCCCCCNC(=S)Nc1ccc(S(=O)(=O)N2CCOCC2)cc1	4.7	-5.5%	i	-8.7%	-41.7%[inhibitor]	3.55µM*	15.3%	/	10.8%
COc1ccccc1OCC(=O)OCn1c(SC)nnc(C)c1=O	12.8	8.9%	i	-5.9%	-4.6%	22.4%	15.8%	-4.0%	13.4%
ON(CCc1ccncc1)Cc1ccccc1	-24.3	-5.3%	i	10.3%	i	23.7%	-13.3%	11.5%	18.4%
N#CC(C(=O)C1CCCCC1)c1nc2ccccc2[nH]1 (stereo not given)	-7.0	0.1%	i	-1.6%	4.9%[57.5 µM]	?	-4.0%	-5.3%	1.4%
CCC(Sc1nncn1C)C(=O)Nc1nnc(-c2ccc(Cl)cc2)s1 (stereo not given)	?	3.6%	i	-1.2%	-13.6%	4.4%	?	-4.6%	-9.1%
N#Cc1cc(C(=O)c2cc(Br)ccc2O)cn(Cc2ccccc2)c1=O	2.0	2.0%	i	15.3%	-32.4%[inhibitor]	?	-11.6%[9.22 µM]	7.3%	1.6%
O=C(NCc1ccccc1Cl)c1ccc2c(c1)N(Cc1ccccc1)C(=O)CS2	/	/	/	/	-13.8%	?	12.5%	10.0%	-4.7%
O=C(C1CCN(S(=O)(=O)c2cnc[nH]2)CC1)N1CCN(c2ncccn2)CC1	8.7	-8.2%	i	-4.0%	i	29.9%	-3.6%	14.8%	-12.3%
O=C1C=CN(C(=O)Oc2ccccc2)CC1	1.9	-6.7%	i	-7.1%	i	12.3%	12.8%	/	0.6%
Cc1ccc(-c2noc(CCCc3ccccc3)n2)cc1	5.5	-7.6%	i	-2.1%	9.3%[57.5 µM]	-17.1%	-8.5%	-8.0%	?
CCNC(=O)c1c(NC(C)=O)sc2c1CCCC2	-15.4	-9.2%	i	0.5%	-1.9%[57.5 µM]	9.4%	2.1%	-16.7%	2.9%
CC(C)c1ccc(C(=O)NC(=S)NCc2cccnc2)cc1	-5.6	1.9%	i	2.2%	-50.0%[inhibitor]	-29.1%	2.7%	/	3.7%
CNC(=S)N/N=C/c1cn(Cc2c(F)cccc2Cl)c2ccccc12	3.0	7.3%	i	-0.3%	i	-42.8%	?	/	22.1%
Cc1ccc(NC(=O)CSc2nnnn2-c2ccc3c(c2)OCO3)cc1C	?	7.2%	i	-1.3%	i	?	-0.3%	6.2%	-2.3%
CCOC(=O)C1=C(C)Nc2ccccc2N=C1NC(=O)Cc1ccc(Cl)c(Cl)c1	10.9	-3.9%	i	1.5%	-20.7%	22.1%	-21.2%	34.9%	-15.7%
COc1cc(C(=O)O/N=C2\CCCc3c2ccc(OC)c3[N+](=O)[O-])cc(OC)c1OC	8.7	-12.3%	i	-4.4%	i	0.1%	-1.4%	-15.2%	1.8%
Cc1ccc(C(=O)CC(c2cccs2)S(=O)(=O)c2ccc(C)cc2)cc1 (stereo not given)	-11.0	0.2%	i	-3.6%	-26.4%	11.7%	6.0%	-12.1%	-0.8%
Cc1cc2nc(-c3cccc(Cl)c3)c(Cc3ccccc3)n2c(C)c1Br	-7.6	-11.4%	i	0.9%	?	?	11.5%	28.5%	-23.0%
Cc1ccccc1C1=CCN(c2ncc(NC(=O)c3ccc(Cl)cc3)cc2C(=O)O)CC1	/	/	/	/	?	4.3%	6.9%	0.7%	-3.1%
Cc1cccc(NC(=S)N2CCN(c3ccccn3)CC2)c1	3.3	5.8%	i	3.3%	-4.6%	-15.8%	-0.7%	-13.9%	-15.1%
Cc1cc(NC(=O)CC23CC4CC(C2)CC(CC(=O)Nc2cc(C)on2)(C4)C3)no1	0.6	-1.9%	i	2.6%	i	-12.5%	-11.4%	21.5%	-8.7%
CCC1(CC)NC(=S)NC1=S	-9.9	-10.1%	i	0.2%	-18.8%	?	10.5%	-12.3%	-8.2%
CC(=O)c1ccc(NC(=O)CSc2ccc(-c3ccc4c(c3)OCO4)nn2)cc1	-6.5	-5.8%	i	3.2%	-12.7%	5.9%	2.4%	8.6%	-12.7%

Source: PubChem BioAssay (National Center for Advancing Translational Sciences (NCATS))
